Screening data from PubChem.
SKN-1 block: C. elegans SKN-1 inhibition; C. elegans VP596 Pgst-4::GFP/RFP ratio, acrylamide-induced, 24 h; inhibition, % at 21.8 µM; hit rate 0.49% among 360,000;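 active = interference check ratio from 0.5 to 1.5 plus GFP to RFP signal ratio inhibition reaching or exceeding a fixed threshold, cut at about 30% in these data, passing the limit was not always enough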; note: some compounds called inactive have numbers as strong as hits
Rpn11 inh: Rpn11 (human) deubiquitinase inhibition; human 26S proteasome, Ub4-pepOG fluorescence polarization; 20S core pre-blocked with epoxomicin; AID 588493; calls only at 20 µM; O00487; hit rate 0.59% among 360,000;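 active = inhibition at 20 µM, scaled to each plate's controls, above about 33%, limit read from the data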
Rin1-Abl PPI inh: inhibitors of human Rin1-Abl protein interaction; TR-FRET Rin1/Abl binding, biochemical; inhibition, % at 7.35 µM; hit rate 0.4% among 360,000; AID 588664; in the data active = inhibition above about 5%, passing the limit was not always enough
FAS TE block: blocks the thioesterase domain of human fatty acid synthase | recombinant FAS-TE, OMFH fluorogenic substrate, fluorescence endpoint | P49327 | hit rate 0.67% among 360,000 | inhibition, % at 15 µM | AID 602261;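 active = compounds whose normalised, plate-corrected inhibition of enzyme fluorescence in the single-dose primary screen is 50% or more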;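 note: 0% = DMSO with enzyme and 100% = substrate without enzyme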
MT1-MMP act inh: MT1-MMP (human) activation inhibition; P50281; HT1080 RFP-PRO-GFP cells, GFP/RFP ratio fluorescence, overnight; percent of plate control window, DMSO zero; GFP/RFP ratio change, % at 20 µM; hit rate 0.061% among 360,000;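 active = GFP/RFP ratio change of at least 30% with cell ATP level not reduced by more than half and red fluorescence within 50% of control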; note: strong numbers were not always called active
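Material – HT1080 RFP-PRO-GFP cells · Control set – DMSO wells and RFP-L50D-GFP cells · Incubation – overnight cell settling, then overnight compound exposure, 37 °C, 5% CO2 · Compound dosing – single-point 20 µM compound, 1% DMSO · Read-out – GFP/RFP fluorescence ratio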
NadD block: inhibitors of Staphylococcus aureus NadD; inhibition, % at 20 µM; purified NadD enzyme, colorimetric absorbance read-out; AID 602399; hit rate 0.78% among 360,000; in the data active = inhibition above about 26%; note: some compounds past the cut are filed as inactive
CSN inh: CSN deneddylation inhibition | Q92905 | Purified CSN, SCF-Nedd8-OG deneddylation, fluorescence polarization | inhibition, % at 12.5 µM | hit rate 0.38% among 360,000 | AID 651999;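 active = pattern-corrected inhibition above about 35%, with an unprinted fluorescence ratio check between 0.5 and 1.5, limit read from the data, passing the limit was not always enough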;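 note: 0% = enzyme with substrate and 100% = substrate without enzyme; some results filed as inactive read as strong as hits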
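Material: purified human Csn5 enzyme expressed in HEK293T cells / Medium: Tris buffer pH 7.5, NaCl, DTT, Tween-20, trehalose, ovalbumin / Compound dosing: 12.5 µM single point / Schedule: 90 min incubation of compound, enzyme and substrate at room temperature / Signal: fluorescence polarization of the substrate / Control set: no-enzyme wells high, enzyme-with-substrate wells low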
Neddyl block: inhibitors of human cullin neddylation; calls only at 25 µM; P61081+Q13564; AID 651699; TR-FRET cullin neddylation, biochemical; hit rate 0.58% among 360,000; in the data active = inhibition above about 36%
MLLE-PAM2 inh: inhibitors of microRNA-mediated deadenylation, human PABP1 MLLE binding; hit rate 0.36% among 360,000; P11940; inhibition, % at 20 µM; GST-MLLE / FITC-PAM2 fluorescence polarization; in the data active = inhibition above about 35%, passing the limit was not always enough;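 note: plate controls were DMSO wells with GST-MLLE for no effect and wells lacking GST-MLLE protein for full effect; some results filed as inactive read as strong as hits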
* = called active by the depositor; i = inactive; nt = not tested or not shown; & = joins results of further samples.

SMILES | SKN-1 block | Rpn11 inh | Rin1-Abl PPI inh | FAS TE block | MT1-MMP act inh | NadD block | CSN inh | Neddyl block | MLLE-PAM2 inh
CC(C)(C)NC(=O)NC(=O)CSc1ccc(S(=O)(=O)N2CCOCC2)cn1 | -11 | i | 3 | 20 | 0 | -5 | 3 | i | 32
Cc1[nH]c(=O)c(C#N)c(C)c1CCC(=O)NCc1cccc(C(F)(F)F)c1 | -17 | i | 2 | 0 | -2 | -1 | 4 | i | -10
COc1ccc(CCN2C(=O)CC(N3CCN(S(=O)(=O)c4ccccc4)CC3)C2=O)cc1 (configuration not stated) | 23 | i | -3 | 3 | -1 | 8 | -2 | i | 2
Cc1ccc(/C=C/C(=O)NC2CCCCCCC2)o1 | -5 | i | -1 | 0 | 3 | 6 | -3 | i | 23
COc1ccc(Oc2c(C)oc3c(CN(C)C)c(O)ccc3c2=O)cc1 | 7 | i | -2 | -8 | 3 | 0 | 3 | nt | 0
CC(C)N1CC(C(=O)O)CC1=O (configuration not stated) | -2 | i | 1 | -8 | -5 | 8 | 3 | i | -18
O=C(CN1C(=O)NC(c2ccccc2)(c2ccccc2)C1=O)N1CCCCC1 | 0 | i | -1 | -4 | -4 | 0 | 0 | i | -11
Cc1c(N=Cc2cc3c(cc2Cl)OCO3)c(=O)n(-c2ccccc2)n1C | 16 | i | -1 | -3 | 0 | -6 | -1 | i | -7
O=C(NN=Cc1ccc2c(c1)CCN2)c1cccs1 | 28 | i | -3 | 7 | 4 | -1 | 5 | i | -2
CC1CN(c2ccc([N+](=O)[O-])c(NCCOc3ccc(Cl)cc3)c2)CC(C)N1 (configuration not stated) | 9 | i | -9 | 35 | 9 | -11 | 4 | i | -8
Cc1nc(SCC(=O)NCc2cccs2)nc(C)c1C | -3 | i | -2 | -6 | 10 | -3 | -4 | i | -10
O=C(NCc1ccccc1Cl)c1ccc(CS(=O)Cc2ccc(Cl)cc2)o1 (configuration not stated) | 5 | i | -1 | 3 | 0 | -8 | -1 | i | -4
CCOC(=O)CSc1nc(C)c2cc(OC)ccc2n1 | -14 | i | -3 | -3 | 3 | 4 | 4 | i | 7
COc1cccc(/C=C2\SC(=O)N(CC(=O)NC3C=CS(=O)(=O)C3)C2=O)c1 (configuration not stated) | 1 | i | 0 | -4 | -6 | 1 | 2 | i | 41*
C/C(=N/NC(=O)CNC(=O)c1ccncc1)c1ccco1 | -9 | i | -3 | 0 | 3 | -3 | 0 | i | -3
O=C(NCc1cccc(Cl)c1)N1CCN(S(=O)(=O)c2ccccc2F)CC1 | 1 | i | 1 | 7 | 0 | -6 | 0 | i | 8
O=C(Cc1csc(N2CCOCC2)n1)N/N=C/c1cccc(O)c1 | 14 | i | -1 | -9 | 4 | 0 | 2 | i | 13
CC(C)N1CCC(=NNC(=O)c2ccccc2[N+](=O)[O-])CC1 | 12 | i | 3 | -5 | -1 | 4 | -4 | i | 7
O=C(NCCCN1CCCC1=O)c1cccc(S(=O)(=O)Nc2ccc(Br)cc2)c1 | -6 | i | 1 | -1 | 4 | -3 | -1 | i | 5
O=C(CSc1nccn(-c2cccc(F)c2)c1=O)Nc1ccc(Cl)cc1F | 7 | i | 3 | -28 | -1 | -4 | 2 | i | 17
O=C(c1ccccc1F)n1c2c(c3ccccc31)CCCC2 | 12 | i | -1 | 24 | -3 | -3 | 2 | i | -2
Nc1ccc(C(=O)O)cc1 | -12&-16&-1 | i | -1&2&2 | 2&-1&-3 | 4&0&-7 | -5&-3&-4 | 0&-2&0 | i | 7&1&-5
O=C(NCc1ccccc1)c1cccnc1 | 0 | i | -1 | -2 | -1 | -5 | 0 | i | -5
CCc1cccc(NC(=O)C2CCN(S(=O)(=O)c3c(C)noc3C)CC2)c1 | -4 | i | 1 | 3 | 2 | -5 | 1 | i | 1
CN(C)c1ccccc1C(=O)N1CCCC(Nc2ccc(F)cc2)C1 (configuration not stated) | 4 | i | 1 | -3 | -2 | 1 | -1 | i | -2
SMILES | SKN-1 block | Rpn11 inh | Rin1-Abl PPI inh | FAS TE block | MT1-MMP act inh | NadD block | CSN inh | Neddyl block | MLLE-PAM2 inh
CCN(CC)S(=O)(=O)c1ccc(NC(=O)c2ccc(OCC3CCCO3)cc2)cc1 (configuration not stated) | -14 | i | -2 | 21 | 22 | -10 | -5 | i | 8
CC1(C)C(C#N)=C(N)Oc2c1c(=O)oc1ccccc21 | 13 | i | 0 | 1 | -1 | -6 | 5 | i | -12
O=C(NC(=S)Nc1ccc(CN2CCOCC2)cc1)c1ccco1 | 9 | i | 0 | -6 | 2 | -10 | -4 | i | 29
CSc1ccc(/C=C(/NC(=O)c2ccc(C)cc2)C(=O)Nc2cccc(C)c2)cc1 | 9 | i | 4 | -5 | 2 | 9 | -4 | i | -13
COc1ccc(CNC(=O)C2(CC3CC(c4ccccc4)=NO3)CCNCC2)cc1 (configuration not stated) | 8 | i | 1 | -12 | 2 | -3 | -3 | i | -7
COC(=O)Cn1cnc2c(C#N)c3n(c2c1=O)CCCCC3 | -5 | i | 3 | 2 | 1 | 5 | -3 | i | -10
COc1ccc(N(C)S(=O)(=O)c2ccc(Cl)c(C(=O)NCC(C)(C)N3CCOCC3)c2)cc1 | -10 | i | 1 | -7 | -3 | -3 | 5 | i | -6
CCCCn1c(SCC(=O)OC)nc2c1c(=O)n(C)c(=O)n2C | -1 | i | -1 | -8 | 4 | -3 | 1 | i | -5
C#CCC(NC(=O)c1ccc(C#N)cc1)C(=O)NCCC (configuration not stated) | -7 | i | -1 | -9 | -1 | -1 | 4 | i | 2
CCCCC(=O)NC1(C(F)(F)F)C(=O)N(CC(C)C)C2=C1C(=O)CC(C)(C)C2 (configuration not stated) | 0 | i | 3 | -3 | 2 | 0 | 3 | i | -12
Cc1ccc(C(C)(O)CS(=O)(=O)Cc2ccccc2Cl)cc1 (configuration not stated) | 11 | i | 0 | -1 | 2 | -8 | 1 | i | -6
C[C@@H]1O[C@@H](OC[C@H]2O[C@@H](Oc3cc(O)c4c(=O)cc(-c5ccc(O)c(O)c5)oc4c3)[C@H](O)[C@@H](O)[C@@H]2O)[C@H](O)[C@H](O)[C@H]1O | 4 | i | 6 | -12 | 9 | 0 | -1 | i | -2
COC(=O)c1cnc(N)s1 | 13 | i | 0 | -4 | 0 | -2 | -1 | i | 19
CN(CCc1ccccc1)C(=O)c1ccc(NC(=O)Cc2cccc(NC(=O)C3CCN(C(=O)C4CCC4)CC3)c2)cc1 | -9 | i | -3 | -5 | 1 | 9 | 8 | i | 8
CCN(CC(=O)Nc1ccc(NC(C)=O)cc1)C(=O)CSC(=S)N1CCCC1 | 12 | i | 6 | -6 | 2 | 4 | 2 | i | 5
O=C(CCC(=O)Nc1ccccc1)N/N=C/c1ccc2c(c1)OCO2 | 5 | i | 0 | -2 | -1 | -1 | 1 | i | 4
COc1ccc(-c2nnc(-c3ccc(C)cc3)o2)cc1 | 29 | i | 0 | 7 | 1 | -9 | -6 | i | 1
CCOC(=O)C1CCN(C(=O)C2CCN(S(=O)(=O)N3CCCC3)CC2)CC1 | -8 | i | 0 | -5 | -1 | -4 | -2 | i | 12
O=C(CSc1nc2ccccc2n1CC(=O)NCc1ccccc1)NCc1ccco1 | 14 | i | -2 | -4 | 1 | -5 | -2 | i | -6
CCOC(=O)C1(Cc2cccc(F)c2)CCN(C(=O)C2CCCO2)CC1 (configuration not stated) | 9 | i | -3 | -8 | 1 | -2 | 5 | i | 4
O=C(Nc1cccc(F)c1)c1cccc(S(=O)(=O)N2CCOCC2)c1 | 9 | i | 0 | 3 | 3 | -7 | 2 | i | 0
CCN(CC)S(=O)(=O)c1cccc(NC(=O)C2SC(=Nc3ccc(C)cc3C)C(C(=O)NCC3CCCO3)=C2N)c1 (configuration not stated) | 8 | i | 1 | 11 | 4 | 37* | 1 | i | -16
Cc1c(CN2CCCC(CO)(Cc3cccc(Cl)c3)C2)cnn1C (configuration not stated) | -2 | i | 0 | -2 | -5 | -6 | 7 | i | -6
COc1ccc(C(=O)c2c(-c3ccc(OC)cc3)oc3ccc(-c4ccc(OC)nc4)cc23)cc1 | 10 | i | -1 | 33 | 9 | 18 | -4 | i | -3
c1ccc2c(c1)ncn2Cc1nnc2sc(-c3ccc4c(c3)OCO4)nn12 | 17 | i | 1 | -8 | 7 | 0 | -1 | i | 3
SMILES | SKN-1 block | Rpn11 inh | Rin1-Abl PPI inh | FAS TE block | MT1-MMP act inh | NadD block | CSN inh | Neddyl block | MLLE-PAM2 inh
CCC1CCCCN1CC(=O)c1c(C)[nH]c2ccc(OC)cc12 (configuration not stated) | 0 | i | -5 | -4 | 0 | -4 | 3 | i | -10
COc1cccc(C(=O)CN2C(=O)C(C)(C)Oc3ccc(C(=O)N4CCOCC4)cc32)c1 | 16 | i | 2 | -2 | -2 | -2 | -2 | i | -7
O=C(Cn1c(=O)c2cccn2c2ccccc21)NCCc1ccccc1 | -3 | i | 5 | -3 | -2 | -2 | 3 | i | 0
NC(=O)c1cn(-c2ccccc2)nc1-c1cc2ccccc2oc1=O | 6 | i | -8 | -1 | 2 | 1 | -1 | i | -7
O=C1c2ccccc2NC(c2ccc(F)cc2)N1Cc1ccccc1 (configuration not stated) | -5 | i | -4 | 12 | 1 | -8 | -1 | nt | -1
Cc1ccc(-c2nc3c(=O)n(-c4ccccc4)c4c(c(=O)n(C)c(=O)n4C)c3o2)cc1 | -1 | i | 1 | 7 | 3 | 2 | -1 | i | -17
CCCC12CN3CCN(CC(C3)/C1=N\NC(=O)c1ccc(C(C)(C)C)cc1)C2 | 11 | i | -1 | -12 | 0 | -4 | -5 | i | 2
C=C(C)CNC(=O)C1CCC(=O)N(CCCc2ccccc2)C1 (configuration not stated) | 7 | i | 0 | -5 | -2 | -6 | 3 | i | 7
Cc1ccc([N+](=O)[O-])cc1NC(=O)c1ccc(CSc2ccccc2)cc1 | 8 | i | 1 | 23 | -1 | 0 | -7 | i | 1
COc1ccccc1NC(=O)NS(=O)(=O)c1ccc(C)cc1 | -2 | i | 0 | -2 | 3 | -4 | 2 | i | 7
CCCCOc1ccc(-c2nnc(N)s2)cc1 | 20 | i | -5 | -5 | 4 | -2 | -1 | i | -30
CCN(Cc1ccccc1)C(=O)COC(=O)c1cc(S(=O)(=O)Nc2c(C)n(C)n(-c3ccccc3)c2=O)ccc1C | 5 | i | 3 | 1 | 2 | 5 | -5 | i | 10

Reformatted with two lines to a compound: 6 of the compounds above
Every second line gives: SKN-1 block	Rpn11 inh	Rin1-Abl PPI inh	FAS TE block	MT1-MMP act inh	NadD block	CSN inh	Neddyl block	MLLE-PAM2 inh
C=C(C)CNC(=O)C1CCC(=O)N(CCCc2ccccc2)C1 (configuration not stated)
 : 7	i	0	-5	-2	-6	3	i	7
O=C(c1ccccc1F)n1c2c(c3ccccc31)CCCC2
 : 12	i	-1	24	-3	-3	2	i	-2
C/C(=N/NC(=O)CNC(=O)c1ccncc1)c1ccco1
 : -9	i	-3	0	3	-3	0	i	-3
Cc1c(N=Cc2cc3c(cc2Cl)OCO3)c(=O)n(-c2ccccc2)n1C
 : 16	i	-1	-3	0	-6	-1	i	-7
COC(=O)Cn1cnc2c(C#N)c3n(c2c1=O)CCCCC3
 : -5	i	3	2	1	5	-3	i	-10
Cc1[nH]c(=O)c(C#N)c(C)c1CCC(=O)NCc1cccc(C(F)(F)F)c1
 : -17	i	2	0	-2	-1	4	i	-10

This is a random part of the collection. About 3.9% of those tested had a hit in this group.
